From PubChem BioAssay
MEKK2 WT-MEK5 – raises or lowers MEK5 binding to wildtype human MEKK2 PB1 domain; Q9Y2U5; bead flow cytometry, Alexa488-MEK5 binding to MEKK2 WT; actives lie on both sides; binding response (% of control), % at 10 µM; 290,000 tested, 1.1% active; in the data active means binding response below about 67% or above about 130%
NS3 helicase inh – blocks Hepatitis C virus NS3 helicase unwinding | inhibition, % at 10.9 µM | AID 1800 | 290,000 tested, 0.56% active | NS3 helicase DNA unwinding, Cy5 molecular beacon fluorescence;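 active means inhibition above the mean of all tested compounds plus 3 SD, set per campaign, cut at about 35% in these data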;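 further: 0% = DMSO wells and 100% = thioflavine S control wells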
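System: NS3 helicase fragment of HCV / Schedule: 1 h at 25 °C / Control set: DMSO alone as 0% and 110 µM thioflavine S as 100% / Reagent: Cy5/quencher beacon DNA duplex and ATP to start / Technique: Cy5 fluorescence / Replication: singlicate / Evaluation: % inhibition of end-to-start signal ratio versus controls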
CRFR2-BP antag – CRF-BP/CRF-R2 complex antagonism; HEK293 CRF-R2/CRF-BP, CRF-induced calcium fluorescence; inhibition, % at 11.8 µM; 350,000 tested, 0.59% active; AID 588475;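 active means inhibition of the ligand-induced calcium signal above about 50% at the single tested concentration, limit read from the data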
GalR3 antag – human GalR3 antagonism. inhibition, % at 3 µM. HEK293 GalR3-CNG cAMP membrane potential fluorescence; galR3 body fused to GalR1 C-terminus. O60755. 360,000 tested, 0.44% active;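 active means inhibition above the screen-wide average plus 3 SD, cut at about 13% in these data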;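 further: forskolin and galanin both at EC90 stimulate the cells; cAMP rise reported by CNG channel membrane potential dye signal; 0% = forskolin plus galanin with DMSO and 100% = forskolin alone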
Target sequence (O60755 1-299 limits assumed): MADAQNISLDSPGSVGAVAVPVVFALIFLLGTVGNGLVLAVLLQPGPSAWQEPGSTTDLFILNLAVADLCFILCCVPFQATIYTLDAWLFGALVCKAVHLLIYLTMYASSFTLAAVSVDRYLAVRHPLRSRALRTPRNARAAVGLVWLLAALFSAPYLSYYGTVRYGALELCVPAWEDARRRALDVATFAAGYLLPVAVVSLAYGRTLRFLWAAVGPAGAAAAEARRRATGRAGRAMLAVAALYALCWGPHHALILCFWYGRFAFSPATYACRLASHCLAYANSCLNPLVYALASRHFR
UBC9 SUMO inh – blocks human SUMOylation mediated by UBC9; P63279; HTRF SUMOylation assay, SAE1/SAE2 + UBC9, in vitro; inhibition, % at 35 µM; 290,000 tested, 0.36% active; in the data active means inhibition above about 50%, passing the limit was not always enough; further: strong numbers were not always called active
Target sequence (P63279 whole entry, looked up): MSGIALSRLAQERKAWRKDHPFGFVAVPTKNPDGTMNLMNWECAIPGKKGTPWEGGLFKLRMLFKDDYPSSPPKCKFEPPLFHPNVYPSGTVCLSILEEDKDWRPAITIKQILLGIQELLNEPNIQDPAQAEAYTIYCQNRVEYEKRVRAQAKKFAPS
DNA FID counter – fluorescent intercalator displacement, NS3 helicase counter-screen | DNA fluorescent intercalator displacement, fluorescence | inhibition, % at 7.9 µM | 290,000 tested, 0.17% active | AID 1845; in the data active means inhibition above about 37%;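 further: 0% = vehicle and 100% = reference compound; higher means more ethidium bromide displaced from hairpin DNA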
CRFBP-R2 agonist – agonists of human CRF-binding protein/CRF-R2 receptor complex. AID 588473. 350,000 tested, 0.46% active. activation, % at 13.2 µM. HEK293 CRF-R2/CRF-BP, calcium dye fluorescence (FLIPR); percent of saturating CRF peptide response;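 active means activation of at least 50%, plus an integration ratio under a set limit after plate pattern correction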;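 further: plate controls were neutral control wells without compound for no effect and CRF at EC100 for full effect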
MEKK3 PB1 HTS – modulators (inhibitors or enhancers) of MEK5 binding to human MEKK3 PB1 domain | binding response (% of control), % at 10 µM | bead-based flow cytometry, Alexa488-MEK5 binding to MEKK3; actives lie on both sides; 0 = blocked by unlabeled MEK5, 100 = vehicle | AID 1529 | Q99759 | 290,000 tested, 1.4% active;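 active means binding response more than 3 SD above or below the average of its plate-row segment, actives on both sides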;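 further: Alexa488 bead fluorescence after subtracting the streptavidin-only scavenger bead signal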
Target sequence (Q99759 whole entry, looked up, the tested form may be a part): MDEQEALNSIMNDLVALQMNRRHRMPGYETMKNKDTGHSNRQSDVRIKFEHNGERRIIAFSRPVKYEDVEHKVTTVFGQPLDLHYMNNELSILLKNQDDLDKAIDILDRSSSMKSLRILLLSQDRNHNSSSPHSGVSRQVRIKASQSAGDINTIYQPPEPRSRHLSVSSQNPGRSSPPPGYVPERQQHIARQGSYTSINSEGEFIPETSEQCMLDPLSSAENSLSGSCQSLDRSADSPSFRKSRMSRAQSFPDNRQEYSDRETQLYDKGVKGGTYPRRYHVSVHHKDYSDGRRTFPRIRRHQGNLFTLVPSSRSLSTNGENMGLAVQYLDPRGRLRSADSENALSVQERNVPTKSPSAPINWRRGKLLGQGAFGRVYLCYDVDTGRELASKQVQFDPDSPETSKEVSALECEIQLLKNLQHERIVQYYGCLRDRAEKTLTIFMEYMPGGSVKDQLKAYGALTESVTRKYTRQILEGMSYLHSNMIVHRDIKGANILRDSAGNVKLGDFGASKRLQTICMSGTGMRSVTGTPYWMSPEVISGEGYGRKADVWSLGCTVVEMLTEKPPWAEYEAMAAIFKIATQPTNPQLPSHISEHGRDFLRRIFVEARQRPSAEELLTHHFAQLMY
MEKK2mut PB1 HTS – signal of MEK5 binding to mutant human MEKK2 PB1 domain | percent response, % at 10 µM | AID 1530 | bead flow cytometry, Alexa488-MEK5 binding to MEKK2 mutant | 290,000 tested, 0.35% active; in the data active means percent response above about 24%, passing the limit was not always enough; further: inactives centre near 1; some results filed as inactive read as strong as hits
* hit, by the source's call. Some of the compounds tested; the hit share may differ from the screen's.

What do the screens show for `O=C(Nc1ccc(F)cc1)Nc1ccc2ccccc2n1`?
MEKK2 WT-MEK5: 102; NS3 helicase inh: -12; CRFR2-BP antag: 4; GalR3 antag: -10; UBC9 SUMO inh: 15; DNA FID counter: -11; CRFBP-R2 agonist: -0.9; MEKK3 PB1 HTS: 102; MEKK2mut PB1 HTS: 7

Results for COc1ccccc1NC(=S)N1CCC(NC(=O)NC23CC4CC(CC(C4)C2)C3)CC1 ?
MEKK2 WT-MEK5: 105; NS3 helicase inh: -10; CRFR2-BP antag: -5; GalR3 antag: -4; UBC9 SUMO inh: 1; DNA FID counter: -8; CRFBP-R2 agonist: 1.4; MEKK3 PB1 HTS: 100; MEKK2mut PB1 HTS: 2

Results for O=C(Cn1ccc([N+](=O)[O-])n1)Nc1nc2ccccc2s1 ?
MEKK2 WT-MEK5: 101; NS3 helicase inh: -1; CRFR2-BP antag: 9; GalR3 antag: -5; UBC9 SUMO inh: 4; DNA FID counter: 0; CRFBP-R2 agonist: -2.3; MEKK3 PB1 HTS: 106; MEKK2mut PB1 HTS: -10

What do the screens show for `Cc1ccc2nc(-c3cccc(NC(=O)c4ccco4)c3)[nH]c2c1`?
MEKK2 WT-MEK5: 114; NS3 helicase inh: -7; CRFR2-BP antag: -7; GalR3 antag: 0; UBC9 SUMO inh: -17; DNA FID counter: 1; CRFBP-R2 agonist: -1.0; MEKK3 PB1 HTS: 112; MEKK2mut PB1 HTS: 6

How did O=C(CCN1CCN(c2ccccc2)CC1)Nc1nccs1 do in these assays?
MEKK2 WT-MEK5: 99; NS3 helicase inh: -3; CRFR2-BP antag: 10; GalR3 antag: 4; UBC9 SUMO inh: 19; DNA FID counter: -2; CRFBP-R2 agonist: 0.1; MEKK3 PB1 HTS: 102; MEKK2mut PB1 HTS: -1

What do the screens show for `COC(=O)c1ccccc1NC(=O)CSc1nccn1C`?
MEKK2 WT-MEK5: 107; NS3 helicase inh: -2; CRFR2-BP antag: -2; GalR3 antag: 1; UBC9 SUMO inh: -9; DNA FID counter: -4; CRFBP-R2 agonist: -1.1; MEKK3 PB1 HTS: 105; MEKK2mut PB1 HTS: 3

Results for Cc1ccnc(NC(=O)CCC(=O)N(CC(=O)NCc2ccc(F)cc2)Cc2ccco2)c1 ?
MEKK2 WT-MEK5: 101; NS3 helicase inh: 8; CRFR2-BP antag: 10; GalR3 antag: -6; UBC9 SUMO inh: 27; DNA FID counter: -32; CRFBP-R2 agonist: -2.3; MEKK3 PB1 HTS: 105; MEKK2mut PB1 HTS: -1

Results for COc1cc(OC)cc(C(=O)N2CCC(N3CCN(c4ccccc4)CC3)CC2)c1 ?
MEKK2 WT-MEK5: 110; NS3 helicase inh: 7; CRFR2-BP antag: 5; GalR3 antag: 4; UBC9 SUMO inh: 23; DNA FID counter: -2; CRFBP-R2 agonist: -1.3; MEKK3 PB1 HTS: 111; MEKK2mut PB1 HTS: 7

How did O=C(O)CSCC(=O)N1CCN(Cc2ccc3c(c2)OCO3)CC1 do in these assays?
MEKK2 WT-MEK5: 106; NS3 helicase inh: 5; CRFR2-BP antag: -7; UBC9 SUMO inh: 7; DNA FID counter: 2; CRFBP-R2 agonist: 2.7; MEKK3 PB1 HTS: 106; MEKK2mut PB1 HTS: 11

What do the screens show for `CN1C(=O)C(CC(=O)Nc2ccc3c(c2)Cc2ccccc2-3)N(C)C1=O` (centres undefined)?
MEKK2 WT-MEK5: 116; NS3 helicase inh: 3; CRFR2-BP antag: -35; GalR3 antag: -3; UBC9 SUMO inh: -5; DNA FID counter: -10; CRFBP-R2 agonist: -0.8; MEKK3 PB1 HTS: 114; MEKK2mut PB1 HTS: 11

What do the screens show for `Cc1cccc(/C=C2/SC(=O)N(Cc3ccccc3)C2=O)n1`?
MEKK2 WT-MEK5: 95; NS3 helicase inh: -4; CRFR2-BP antag: -17; GalR3 antag: -4; UBC9 SUMO inh: 5; DNA FID counter: -2; CRFBP-R2 agonist: 2.4; MEKK3 PB1 HTS: 96; MEKK2mut PB1 HTS: -2

Results for COc1ccc(OCC(=O)NNC(=O)c2cccc(C)c2)cc1 ?
MEKK2 WT-MEK5: 93; NS3 helicase inh: -7; CRFR2-BP antag: 12; GalR3 antag: -7; UBC9 SUMO inh: 2; DNA FID counter: 0; CRFBP-R2 agonist: -1.1; MEKK3 PB1 HTS: 103; MEKK2mut PB1 HTS: -5

Results for COC(=O)c1ccc(C)c(NC(=O)c2c(-c3ccccc3)noc2C)c1 ?
NS3 helicase inh: 0; CRFR2-BP antag: -17; GalR3 antag: 2; UBC9 SUMO inh: 21; DNA FID counter: -7; CRFBP-R2 agonist: -0.7

How did O=C(COc1cc(F)ccc1[N+](=O)[O-])Nc1cccc(Br)c1 do in these assays?
MEKK2 WT-MEK5: 114; NS3 helicase inh: 2; CRFR2-BP antag: -3; GalR3 antag: -3; UBC9 SUMO inh: 12; DNA FID counter: 2; CRFBP-R2 agonist: -1.0; MEKK3 PB1 HTS: 108; MEKK2mut PB1 HTS: 13

Results for C=CCn1c(Cc2ccc(OC)cc2)nnc1SCC(=O)c1cccc([N+](=O)[O-])c1 ?
MEKK2 WT-MEK5: 94; NS3 helicase inh: -2; CRFR2-BP antag: 11; GalR3 antag: -3; UBC9 SUMO inh: 26; DNA FID counter: -2; CRFBP-R2 agonist: 0.3; MEKK3 PB1 HTS: 96; MEKK2mut PB1 HTS: -5

Results for COc1ccc(NC(=O)CSc2nnc(-c3ccccc3Cl)n2Cc2ccco2)c(OC)c1 ?
MEKK2 WT-MEK5: 104; NS3 helicase inh: -9; CRFR2-BP antag: 4; GalR3 antag: -4; UBC9 SUMO inh: -4; DNA FID counter: -34; CRFBP-R2 agonist: -2.8; MEKK3 PB1 HTS: 108; MEKK2mut PB1 HTS: 9

Results for CN1CCN(S(=O)(=O)c2cc(C(F)(F)F)ccc2Cl)CC1 ?
MEKK2 WT-MEK5: 105; NS3 helicase inh: -3; CRFR2-BP antag: -6; GalR3 antag: -10; UBC9 SUMO inh: 20; DNA FID counter: 3; CRFBP-R2 agonist: 0.8; MEKK3 PB1 HTS: 106; MEKK2mut PB1 HTS: 10

Results for COC(=O)[C@@]1(Cc2ccc(F)cc2)[C@H]2c3cc(C(=O)N(C)C)n(CCc4ccccn4)c3C[C@H]2CN1C(=O)c1ccccc1 ?
MEKK2 WT-MEK5: 99; NS3 helicase inh: -13; CRFR2-BP antag: -7; GalR3 antag: -4; UBC9 SUMO inh: -16; DNA FID counter: -58; CRFBP-R2 agonist: 11; MEKK3 PB1 HTS: 98; MEKK2mut PB1 HTS: 1

How did CCCOc1ccc(-c2nc(C#N)c(NCCCn3ccnc3)o2)cc1 do in these assays?
MEKK2 WT-MEK5: 118; NS3 helicase inh: -16; CRFR2-BP antag: -18; GalR3 antag: -5; UBC9 SUMO inh: 5; DNA FID counter: 4; CRFBP-R2 agonist: -2.3; MEKK3 PB1 HTS: 106; MEKK2mut PB1 HTS: 20

What do the screens show for `O=C(Cn1ccc(C(F)(F)F)n1)N=Nc1c(O)[nH]c2ccc(Br)cc12`?
MEKK2 WT-MEK5: 109; NS3 helicase inh: 4; CRFR2-BP antag: -13; GalR3 antag: -2; UBC9 SUMO inh: 16; DNA FID counter: 11; CRFBP-R2 agonist: 3.4; MEKK3 PB1 HTS: 108; MEKK2mut PB1 HTS: 6

Results for CCOCCn1c(CN2CCN(CC)CC2)nc2c1c(=O)n(C)c(=O)n2C ?
MEKK2 WT-MEK5: 77; NS3 helicase inh: 15; CRFR2-BP antag: -6; UBC9 SUMO inh: 2; DNA FID counter: 6; CRFBP-R2 agonist: 0.4; MEKK3 PB1 HTS: 63; MEKK2mut PB1 HTS: -8

How did CN(C)c1cc(NC(=O)CN2CCOCC2)c2ccccc2n1 do in these assays?
MEKK2 WT-MEK5: 85; NS3 helicase inh: 3; CRFR2-BP antag: 5; DNA FID counter: 4; CRFBP-R2 agonist: -0.3; MEKK3 PB1 HTS: 96; MEKK2mut PB1 HTS: -28

Results for O=C(CSc1ncccc1C(=O)O)NC1CCCCC1 ?
MEKK2 WT-MEK5: 103; NS3 helicase inh: 5; CRFR2-BP antag: 26; GalR3 antag: 2; DNA FID counter: -3; CRFBP-R2 agonist: 0.4; MEKK3 PB1 HTS: 103; MEKK2mut PB1 HTS: 4

Results for O=C(Nc1cccc(F)c1)/C(=C\c1cccnc1)NC(=O)c1cccs1 ?
MEKK2 WT-MEK5: 101; NS3 helicase inh: -2; CRFR2-BP antag: 6; GalR3 antag: -2; UBC9 SUMO inh: -9; DNA FID counter: -1; CRFBP-R2 agonist: 0.0; MEKK3 PB1 HTS: 102; MEKK2mut PB1 HTS: 3

What do the screens show for `O=C(CNC(=O)c1ccco1)Nc1cccc(Cl)c1`?
MEKK2 WT-MEK5: 108; NS3 helicase inh: -2; CRFR2-BP antag: -1; GalR3 antag: -10; UBC9 SUMO inh: 5; DNA FID counter: -2; CRFBP-R2 agonist: 0.7; MEKK3 PB1 HTS: 105; MEKK2mut PB1 HTS: 10

How did COc1cc(C(=O)NCc2ccc(C)cc2)ccc1OCc1c(C)noc1C do in these assays?
MEKK2 WT-MEK5: 106; NS3 helicase inh: -8; CRFR2-BP antag: -2; GalR3 antag: 1; UBC9 SUMO inh: -19; DNA FID counter: -24; CRFBP-R2 agonist: -1.0; MEKK3 PB1 HTS: 106; MEKK2mut PB1 HTS: 9

What do the screens show for `NC(N)=N/N=C/c1ccc(OS(=O)(=O)c2ccccc2)cc1`?
MEKK2 WT-MEK5: 146*; NS3 helicase inh: -62; CRFR2-BP antag: -52; GalR3 antag: -11; UBC9 SUMO inh: -7; DNA FID counter: 10; CRFBP-R2 agonist: 0.4; MEKK3 PB1 HTS: 73; MEKK2mut PB1 HTS: 21

How did COc1cccc(C(=O)NC2CCCc3c2cnn3-c2ccc(C)c(C)c2)c1OC (centres undefined) do in these assays?
MEKK2 WT-MEK5: 97; NS3 helicase inh: -6; CRFR2-BP antag: -15; GalR3 antag: -8; UBC9 SUMO inh: -2; DNA FID counter: -49; CRFBP-R2 agonist: 1.1; MEKK3 PB1 HTS: 98; MEKK2mut PB1 HTS: 0

An excerpt from above in order of SMILES length, largest number first:
How did COc1cc(C(=O)NCc2ccc(C)cc2)ccc1OCc1c(C)noc1C do in these assays?
MEKK2 WT-MEK5: 106; NS3 helicase inh: -8; CRFR2-BP antag: -2; GalR3 antag: 1; UBC9 SUMO inh: -19; DNA FID counter: -24; CRFBP-R2 agonist: -1.0; MEKK3 PB1 HTS: 106; MEKK2mut PB1 HTS: 9

What do the screens show for `O=C(CNC(=O)c1ccco1)Nc1cccc(Cl)c1`?
MEKK2 WT-MEK5: 108; NS3 helicase inh: -2; CRFR2-BP antag: -1; GalR3 antag: -10; UBC9 SUMO inh: 5; DNA FID counter: -2; CRFBP-R2 agonist: 0.7; MEKK3 PB1 HTS: 105; MEKK2mut PB1 HTS: 10

Results for O=C(CSc1ncccc1C(=O)O)NC1CCCCC1 ?
MEKK2 WT-MEK5: 103; NS3 helicase inh: 5; CRFR2-BP antag: 26; GalR3 antag: 2; DNA FID counter: -3; CRFBP-R2 agonist: 0.4; MEKK3 PB1 HTS: 103; MEKK2mut PB1 HTS: 4
